SENP6 block = SENP6 protease inhibition | Q9GZR1 | Recombinant SENP6 catalytic domain, aminoluciferin luminescence | inhibition, % at 10 µM | 330,000 compounds, 1.8% hits | AID 2599;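 active = inhibition above about 50% at the single tested dose, limit read from the data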;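 also: plate controls were DMSO wells with enzyme for no effect and DMSO wells lacking enzyme for full effect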
Target sequence (Q9GZR1 628-1112 limits assumed): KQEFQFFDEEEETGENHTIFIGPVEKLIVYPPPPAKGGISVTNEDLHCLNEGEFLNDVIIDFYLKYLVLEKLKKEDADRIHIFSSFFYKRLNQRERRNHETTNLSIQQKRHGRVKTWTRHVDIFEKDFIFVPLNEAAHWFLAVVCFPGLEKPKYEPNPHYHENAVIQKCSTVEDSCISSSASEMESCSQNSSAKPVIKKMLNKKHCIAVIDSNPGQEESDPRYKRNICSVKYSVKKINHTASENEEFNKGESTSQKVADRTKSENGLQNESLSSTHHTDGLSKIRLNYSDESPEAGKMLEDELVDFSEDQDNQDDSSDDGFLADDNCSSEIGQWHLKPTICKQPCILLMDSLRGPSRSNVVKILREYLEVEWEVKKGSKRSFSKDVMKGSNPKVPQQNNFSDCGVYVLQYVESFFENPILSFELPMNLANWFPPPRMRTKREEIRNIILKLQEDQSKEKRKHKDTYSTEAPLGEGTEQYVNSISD
SENP8 inh = blocks human SENP8 cleavage of Nedd8 substrate; AID 602440; Q96LD8; 360,000 compounds, 0.64% hits; inhibition, % at 20 µM; recombinant SENP8, Nedd8 substrate fluorescence; in the data active = inhibition mostly above about 40%, no sharp cut-off; inactive = mostly below about 27%
ATG4B inhibitor = ATG4B (human) cysteine protease inhibition | inhibition, % at 8.33 µM | Q9Y4P1 | AID 504462 | ATG4B cleavage of LC3-PLA2, NBD-HPC fluorescence, 1 h | 340,000 compounds, 0.51% hits; in the data active = inhibition above about 40%
Target sequence (Q9Y4P1 whole entry, looked up): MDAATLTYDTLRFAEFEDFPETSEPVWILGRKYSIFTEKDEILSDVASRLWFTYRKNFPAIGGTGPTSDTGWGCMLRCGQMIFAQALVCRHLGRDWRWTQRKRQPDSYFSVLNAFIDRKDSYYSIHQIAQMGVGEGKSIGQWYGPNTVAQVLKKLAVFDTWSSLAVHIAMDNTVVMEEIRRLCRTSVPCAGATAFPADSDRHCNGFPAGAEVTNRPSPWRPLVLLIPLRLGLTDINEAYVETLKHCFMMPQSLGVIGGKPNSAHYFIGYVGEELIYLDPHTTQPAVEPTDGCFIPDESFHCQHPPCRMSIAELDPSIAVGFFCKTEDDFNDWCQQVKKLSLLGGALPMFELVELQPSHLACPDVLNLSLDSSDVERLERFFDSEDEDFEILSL
GRIN3A LBD mod = modulates the human NR3A ligand-binding domain; NR3A LBD differential scanning fluorimetry, Tm shift; 0% = protein alone, 100% = glycine-bound protein; Tm shift relative to glycine control, % at 25 µM; 340,000 compounds, 2.5% hits;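 active = melting temperature shift of at least 10% of the positive control shift, at one fixed dose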
MPTP inh = permeability transition pore inhibition; 360,000 compounds, 1.4% hits; AID 602449; inhibition, % at 10 µM; isolated mouse mitochondria, Ca2+ swelling absorbance, 30 min;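 active = inhibition of 50% or more, scaled per plate between neutral and stimulator controls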;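 also: 0% = DMSO wells given calcium and 100% = 1 mM EGTA wells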
hIAP act = increases human intestinal alkaline phosphatase activity | purified human IAP, CDP-Star luminescence, 30 min; stronger effect = higher value; 1 = vehicle-only enzyme, 0 = enzyme-free background | activation factor at 10 µM | 330,000 compounds, 0.16% hits | AID 2524;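 active = activation factor of the enzyme at least 2-fold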; also: the source names both 10 and 20 µM as test concentration; values of inactives mirror those of a sister screen read the other way
PfGluPho inh = PfG6PD (Plasmodium falciparum) enzyme inhibition. PfGluPho enzyme, NADPH resazurin-diaphorase fluorescence. inhibition, % at 20 µM. 350,000 compounds, 0.78% hits;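 active = inhibition reaching at least a set limit at 20 µM in the primary screen, cut at about 59% in these data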;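 also: 0% = DMSO wells with substrate and 100% = DMSO wells lacking glucose-6-phosphate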
SENP1 inh = inhibitors of human SENP1 SUMO protease catalytic domain | recombinant SENP1 catalytic domain, CyPet-SUMO1-YPet FRET cleavage | inhibition, % at 10 µM | 360,000 compounds, 0.21% hits | AID 624204 | Q9P0U3;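 active = inhibition at least 30% at 10 µM, raw YFP signal under a set limit, fluorescence ratio 0.5 to 1.5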;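 also: 0% = enzyme with DMSO and 100% = no enzyme wells; some results filed as inactive read as strong as hits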
Target sequence (Q9P0U3 419-644 limits assumed): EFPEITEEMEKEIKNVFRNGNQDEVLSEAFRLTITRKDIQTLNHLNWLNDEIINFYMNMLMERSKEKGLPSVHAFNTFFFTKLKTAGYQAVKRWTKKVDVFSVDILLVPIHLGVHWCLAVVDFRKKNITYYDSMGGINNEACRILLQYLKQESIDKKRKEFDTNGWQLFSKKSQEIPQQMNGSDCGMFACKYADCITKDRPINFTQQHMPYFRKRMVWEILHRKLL
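Assay system: hSENP1 catalytic domain, recombinant. Amount: SENP1 enzyme, 20 pM final. Schedule: 50 min reaction, RT, dark. Technique: FRET, CFP and YFP emission. Control set: no-enzyme wells low, DMSO-plus-enzyme wells high control.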
* hit, by the source's call; / = not tested or not shown.

SMILES	SENP6 block	SENP8 inh	ATG4B inhibitor	GRIN3A LBD mod	MPTP inh	hIAP act	PfGluPho inh	SENP1 inh
CC1CC(C)CN(S(=O)(=O)c2ccc3c(c2)NC(=O)C(C)C(=O)N3)C1 (stereo not drawn)	-2	6	-6	-2	-0.8	1	-5	2
O=c1c2ccccc2cnn1Cc1n[nH]c(=S)n1-c1ccccc1F	-4	-8	-3	1	0.0	1.1	24	0
COc1cccc(CN2CCNC(=O)C2CC(=O)N(C)Cc2nc(C)cs2)c1OC (stereo not drawn)	2	-17	-10	0	-2.3	1.2	8	-8
COc1ccc(C[C@H](C)NC[C@@H](O)c2ccc(O)c(NC=O)c2)cc1	7	21	-7	-1	0.5	1	1	-5
O=C(COc1ccccc1)NCC(c1ccco1)N1CCN(c2ccc(F)cc2)CC1 (stereo not drawn)	-12	5	7	/	1.9	1	3	1
C/C(=N\N=C(c1ccccc1)c1ccccc1)c1cccs1	14	10	36	1	-0.4	1	-4	3
O=C(CSc1ncnc2c1nnn2-c1ccc(F)cc1)NCc1ccco1	1	10	4	0	0.7	0.94	-7	0
Cc1ccccc1C(=O)c1cccn1CC(=O)NCCCN1CCCCC1	13	9	5	-1	1.6	1.3	-6	1
CCN(CC(=O)Nc1ccc2c(c1)OCCO2)C(=O)c1ccc(CS(C)(=O)=O)cc1	-9	5	-3	1	-0.6	1.1	-6	0
O=C(CSc1nnc2ccccn12)Nc1nsc(-c2ccccc2)n1	-3	-40	-8	-2	-0.2	1.1	0	-1
CC(=O)Nc1ccc(Nc2nc(C)c([N+](=O)[O-])c(Nc3ccc(NC(C)=O)cc3)n2)cc1	-26	26	-4	-9	1.8	1	15	5
Cc1cc(NCC2CCCCC2)nc2ccccc12	17	-301	19	2	3.6	1.1	4	1
CN(C)c1nc(N(C)C)c2cnn(C)c2n1	/	-1	3	3	-0.5	/	-4	0
C[C@@H]1CN([C@@H](C)CO)C(=O)CCCn2nncc2CO[C@@H]1CN(C)S(=O)(=O)c1ccccc1	/	7	/	/	0.3	/	-19	-2
COc1ccc(Cc2nnc(N/N=C/c3ccc(O)cc3)[nH]c2=O)cc1OC	-3	10	-11	-1	-1.1	1.7	-24	1
Cc1cc(C(=O)COC(=O)CNC(=O)c2ccco2)c(C)n1Cc1ccco1	-11	13	-7	1	-0.7	1	-3	0
COc1nc(C)nc2c1sc1nc3c(cc12)COC(C)(C)C3	1	-102	-12	0	0.2	1.1	-1	3
CC1CCCCN1C(=O)CSc1nnc(Cc2ccccc2)n1C (stereo not drawn)	-4	19	1	1	-0.8	0.88	-6	3
CC1(O)c2ccccc2C(=O)N1CCc1ccccc1F (stereo not drawn)	4	53*	15	2	17	0.99	0	0
CCCCn1c(N)c(N(CCOC)C(=O)c2ccc(S(=O)(=O)N3CCCCCC3)cc2)c(=O)[nH]c1=O	-3	-17	-3	2	0.0	1.1	1	-2
CC(OC(=O)c1ccc(NS(=O)(=O)c2cccs2)cc1)C(=O)N(C)C1CCCCC1 (stereo not drawn)	16	18	-10	-4	1.8	1.2	-4	2
O=C(NCc1ccccc1)c1ccc(CN2CCOCC2)cc1	4	9	-4	0	22	1	-17	0
O=C1c2ccccc2C(=O)c2c1cccc2N1CCN(C/C=C/c2ccccc2)CC1	7	26	3	-6	3.1	0.8	5	-1
O=C(O)CONC(=O)c1cc(OCC(F)(F)F)ccc1OCC(F)(F)F	4	8	-11	0	0.6	0.95	0	2
O=C(Nc1cc(S(=O)(=O)N2CCOCC2)ccc1O)c1ccco1	1	22	-1	2	-1.4	0.98	9	-1
O=C(CCNC(=O)c1ccccc1Cl)NCc1ccncc1	7	40	6	0	-1.0	0.96	-14	1
CCOC(=O)COn1c(=O)c(-c2ccc(Cl)cc2)[n+]([O-])c2ccccc21	-23	-31	-1	0	-0.4	1	-7	-3
O=C(C1CCCN1S(=O)(=O)c1ccc(Br)cc1)N1CCOCC1 (stereo not drawn)	-15	6	-4	4	0.2	1.1	-1	1
CCOc1ccccc1-n1nnnc1SCC(=O)NCc1ccco1	-25	7	-5	1	-0.2	1	-7	1
COc1ccc(C(=O)n2c(N)nc3ccccc32)cc1OC	10	-7	-11	-1	-0.1	1.4	18	-2
Cc1cc(NC(=O)/C=C/c2ccc(F)cc2)n(-c2nc3ccccc3[nH]2)n1	7	-17	-4	12*	-0.7	1.4	11	-2
CN(C)C(/C=C/Nc1ccc(F)cc1)=C(C#N)C#N	-2	7	-1	-1	-0.8	1	-3	0
CC(C)(C)OC(=O)N[C@@H](Cc1ccccc1)[C@H](O)c1ccco1	12	5	-2	0	-1.2	1	10	0
CN1C(=O)C(O)(c2nnc(-c3ccccc3)o2)c2ccccc21 (stereo not drawn)	-25	2	-12	1	-2.2	1.1	-6	3
Cc1cccc(C(=O)N2CCCC(N3CCN(c4cccc(Cl)c4)CC3)C2)n1 (stereo not drawn)	15	-1	-4	13*	-0.8	1.1	2	4
Cc1cccn2c(=O)c(C=O)c(Sc3ncccn3)nc12	3	-52	7	-1	-1.6	0.94	33	-55
CC(Cc1ccccc1)N1C(=O)c2cccc([N+](=O)[O-])c2C1=O (stereo not drawn)	0	14	1	1	-0.2	1	6	2
CN(Cc1ccc(OCC(O)CN(C)Cc2ccccc2)cc1)Cc1nccn1C (stereo not drawn)	6	21	15	0	2.4	1.2	-4	2
Cc1oc(C)c2c(=O)ccc3c(c12)OC(N)=C(C#N)C3c1ccc(F)cc1 (stereo not drawn)	-4	9	-3	-3	-0.6	1.1	0	-17
CS(=O)(=O)N1CCN=C1SCc1ccc([N+](=O)[O-])cc1	8	19	-6	3	-1.5	1.2	0	-1

One compound at a time, from the list above:
Listed for CC(Cc1ccccc1)N1C(=O)c2cccc([N+](=O)[O-])c2C1=O (stereo not drawn) = SENP6 block = 0; SENP8 inh = 14; ATG4B inhibitor = 1; GRIN3A LBD mod = 1; MPTP inh = -0.2; hIAP act = 1; PfGluPho inh = 6; SENP1 inh = 2
Listed for CN(C)C(/C=C/Nc1ccc(F)cc1)=C(C#N)C#N = SENP6 block = -2; SENP8 inh = 7; ATG4B inhibitor = -1; GRIN3A LBD mod = -1; MPTP inh = -0.8; hIAP act = 1; PfGluPho inh = -3; SENP1 inh = 0

Continued.
SMILES	SENP6 block	SENP8 inh	ATG4B inhibitor	GRIN3A LBD mod	MPTP inh	hIAP act	PfGluPho inh	SENP1 inh
CN(Cc1ccccc1)C(=O)c1ccc(NC(=O)Cc2ccc(NC(=O)C3CCN(S(=O)(=O)c4cccc([N+](=O)[O-])c4)CC3)cc2)cc1	/	20	-4	6	1.9	/	0	0
Cc1ccc(CC(=O)NCCCc2ccccc2)cc1	-11	16	-3	0	1.3	1	-10	3
COc1cccc(/C=C/C(=O)OCC(=O)NC2CCCCCCC2)c1	-5	-357	1	5	-1.8	1	13	0
COCCCNC(=O)C(=O)Nc1ccc2c(c1)N(S(=O)(=O)c1cccs1)CCC2	-7	8	-2	1	0.2	1	31	2
O=C(NCCN1CCN(C(=O)c2cccc(Br)c2)CC1)C(=O)Nc1ccc(Br)cc1	-17	26	-19	3	-0.8	1	11	2
Cc1ccc2nc(NCc3ccccc3)c(C=O)c(=O)n2c1	-7	-77	1	14*	-0.2	1	-8	-7
COCc1nnc(NC(=O)c2ccc(S(=O)(=O)N(C)c3ccccc3)cc2)o1	0	3	9	-6	-1.4	1.1	13	-1
COc1cccc(C2C(C#N)=C(N)Oc3cc(N)ccc32)c1OC (stereo not drawn)	-10	-395	-10	-1	1.4	1.1	6	-26
NC(N)=NC(=S)Nc1ccc(Cl)cc1	/	17	9	-21	0.0	/	-11	1
O=C(c1n[nH]c(=O)c2ccccc12)N1CCOCC1	4	-41	-7	-1	-4.3	1	-12	-1
COc1ccc(C(=O)Nc2nnc(C)s2)cc1S(=O)(=O)N1CCOCC1	9	2	-40	2	0.2	0.97	-11	0
O=C(NC1CCCc2c1cnn2-c1cc(F)cc(F)c1)c1ccccn1 (stereo not drawn)	-9	11	1	1	1.3	1.1	-25	-2
CCOc1ccccc1OCCCC(=O)Nc1nc2ccccc2[nH]1	0	7	-8	5	-0.8	0.97	-6	-1
Cc1ccnc(NC(=S)NC(=O)c2cncc(Br)c2)c1	19	1	-7	0	0.2	1.1	-1	1
O=C(CNC(=O)C12CC3CC(CC(C3)C1)C2)NCc1ccccc1	-3	2	3	0	0.6	0.88	-1	1
Cc1nc(-c2ccccc2)cn(O)c1=O	/	-155	6	0	-1.7	/	-10	-22
CCNc1nc2cccnc2s1	-13	0	-5	1	0.7	1.1	1	1
CCOc1ccc(S(=O)(=O)N(C)c2ccc(OCC(=O)NCCc3ccc(OC)cc3)cc2)cc1	-21	25	5	1	12	1.1	-7	-1
COc1ccc(CC2(CO)CCN(Cc3ccncc3)CC2)cc1	19	3	1	1	2.1	1	4	-3
COCCn1c(C)cc(C(=O)CSc2nnc(-c3cccnc3)n2-c2ccccc2F)c1C	-7	0	3	0	2.4	1.1	18	1

2 consecutive compounds out of the list so far, quoted:
SMILES	SENP6 block	SENP8 inh	ATG4B inhibitor	GRIN3A LBD mod	MPTP inh	hIAP act	PfGluPho inh	SENP1 inh
COc1ccc(C(=O)Nc2nnc(C)s2)cc1S(=O)(=O)N1CCOCC1	9	2	-40	2	0.2	0.97	-11	0
O=C(NC1CCCc2c1cnn2-c1cc(F)cc(F)c1)c1ccccn1 (stereo not drawn)	-9	11	1	1	1.3	1.1	-25	-2

Remaining list, next part
SMILES	SENP6 block	SENP8 inh	ATG4B inhibitor	GRIN3A LBD mod	MPTP inh	hIAP act	PfGluPho inh	SENP1 inh
Cc1cn([C@H]2C[C@H](O)[C@@H](CNCc3cnc(N4CCOCC4)nc3)O2)c(=O)[nH]c1=O	/	-14	/	/	1.2	/	-11	-2
CCOC(=O)c1c(NC(=O)CSc2ncccn2)sc2c1CC(C)(C)NC2(C)C	-10	-5	-5	-2	-0.1	0.96	11	-2
CC(NC(=O)c1cccc(C(F)(F)F)c1)C(c1ccccc1)N1CCOCC1 (stereo not drawn)	-3	15	4	3	-1.5	0.96	9	-1
O=C(CN1C(=O)C2C3C=CC(C4CC34)C2C1=O)Nc1cnc2ccccc2c1 (stereo not drawn)	-3	25	-1	-43	0.4	0.94	-25	-2
O=C(O)CC/C(=N\NC(=O)c1ccccc1)c1cccs1	0	-2	-4	-1	0.0	1.1	0	-28
COc1ccccc1N1CCN(S(=O)(=O)CCNC(=O)CCc2ccccc2)CC1	/	7	/	/	-1.1	/	-7	2
O=C(CNS(=O)(=O)c1ccc(Cl)cc1)N1CCN(c2ccc(F)cc2)CC1	-13	6	-12	5	-1.2	0.97	7	1
CC(=O)C[C@@H](O)CC(=O)[C@@H]1OC(=O)CCCCCCCCc2ccccc21	-9	18	-3	0	0.9	1.1	8	3
CCCSc1nc(C)c(CC(=O)OCC)c(=O)[nH]1	-3	9	-13	1	-0.3	0.98	-11	-1
COC(=O)c1ccc(C(=O)OC)c(NC(=O)CSCc2ccc(Cl)cc2)c1	0	-290	-1	0	-4.4	0.89	0	-11
Cc1cc(=O)[nH]c(SCC(=O)NCCC2=CCCCC2)n1	-12	4	-3	-1	-2.4	1.1	7	-1
CCOC(=O)c1nn(-c2ccccc2C)c2nc(CC(C)C)c(C#N)c(=O)n12	-7	-178	1	1	2.0	0.8	-21	1
COc1ccccc1N1CCN(C(c2cccs2)C(C)NC(=O)c2ccncc2)CC1 (stereo not drawn)	1	18	-4	0	0.8	0.97	-1	0
COc1cccc(CN2CC(C(=O)N(C)CC3CCOCC3)CCC2=O)c1 (stereo not drawn)	-6	21	3	0	-1.1	1.2	-13	1
COc1ccc(N2CCN(C(=O)CCNS(=O)(=O)c3ccc(Br)s3)CC2)cc1	-17	9	-8	-2	-0.8	0.98	6	1
COCCCNC(=O)CSc1nc2c(sc3ccccc32)c(=O)n1CCCC(=O)NCC1CCCO1 (stereo not drawn)	5	-19	-1	-2	-0.3	0.96	-14	-3

Three compounds already listed, arranged by the value under SENP1 inh, low to high.
smiles | SENP1 inh
COCCCNC(=O)CSc1nc2c(sc3ccccc32)c(=O)n1CCCC(=O)NCC1CCCO1 (stereo not drawn) | -3
COc1ccccc1N1CCN(C(c2cccs2)C(C)NC(=O)c2ccncc2)CC1 (stereo not drawn) | 0
COc1ccc(N2CCN(C(=O)CCNS(=O)(=O)c3ccc(Br)s3)CC2)cc1 | 1

Compound activity from PubChem BioAssay.
